GLP1R cytotox – cytotoxicity in counter-screen for GLP-1R inverse agonists; HEK293 cAMP-luciferase reporter cells, luminescence, 24 h; Potency, µM (titrated, usually from 38.3 µM), without a hit: at the highest dose activity change, negative = inhibition, hits mostly inhibitors; 410,000 tested, 0.13% active; AID 624418;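 also: loss of luciferase light is scored as toxicity; % is scaled to controls: 0 for no effect and ±100 for the full control effect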
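Luminescence readout: signal drop marks cytotoxicity. Plated cells grew 12 h at 37 °C, 5% CO2, received 23 nL compound for 24 h, then got luciferase reagent, read after 12 min at RT.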
KB-3-1 cytotox – kills parental KB-3-1 adenocarcinoma cells; 400,000 tested, 1.4% active; AID 1347075; KB-3-1 viability, CellTiter-Glo ATP luminescence, 72 h; Potency, µM (titrated, usually from 46.1 µM), inactives show top-dose activity change, negative = cytotoxic, usual class: cytotoxic; also: % is scaled to controls: 0 for no effect and ±100 for the full control effect; nearly all actives have a fitted effect of over 60% in size
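Luminescent ATP read-out (CellTiter-Glo) measures survival of drug-naive KB-3-1 cells after 72 h compound exposure at 37 °C. Titration series was screened from lowest to highest concentration, with DMSO vehicle plates as background controls.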
KB-V1 cytotox – KB-V1 MDR subline cytotoxicity; KB-V1 MDR cells viability, CellTiter-Glo, 72 h; Potency, µM (doses to about 46.1 µM), for the others: at the top dose activity change, negative = cytotoxicity, hits mostly cytotoxic; 400,000 tested, 3.4% active; AID 1347076; also: % is scaled to controls: 0 for no effect and ±100 for the full control effect; nearly all actives have a fitted effect of over 60% in size
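In this primary screen, KB-V1 cells overexpressing P-gp are incubated with library compounds (lowest to highest concentration) for 72 h at 37 degrees C before a luminescent ATP viability read.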
GLP-1R inv ag – inverse agonists of human GLP-1 receptor | Potency, µM (titrated, usually from 38.3 µM), for inactives: at the top dose activity change, negative = inhibition, actives largely listed as inhibitors | HEK293 GLP-1R CRE-luciferase, luminescence, 24 h; GLP-1R form is constitutively active | 410,000 tested, 1.6% active; also: % is scaled to controls: 0 for no effect and ±100 for the full control effect; nearly all actives have a fitted effect of over 55% in size
Target sequence (P43220 whole entry, looked up): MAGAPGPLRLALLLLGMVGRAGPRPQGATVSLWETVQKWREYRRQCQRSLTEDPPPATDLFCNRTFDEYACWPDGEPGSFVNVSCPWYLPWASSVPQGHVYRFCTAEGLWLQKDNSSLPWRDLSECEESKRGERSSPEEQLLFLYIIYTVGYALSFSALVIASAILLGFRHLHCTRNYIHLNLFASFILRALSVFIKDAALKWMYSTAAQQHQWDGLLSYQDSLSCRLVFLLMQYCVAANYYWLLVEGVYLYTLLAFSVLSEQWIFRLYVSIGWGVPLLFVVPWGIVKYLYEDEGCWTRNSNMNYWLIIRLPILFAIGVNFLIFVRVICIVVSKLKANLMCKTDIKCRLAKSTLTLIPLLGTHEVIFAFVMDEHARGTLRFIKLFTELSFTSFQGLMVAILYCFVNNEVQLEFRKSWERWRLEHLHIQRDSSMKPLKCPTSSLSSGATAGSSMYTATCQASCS
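Stable HEK293 clone (constitutively active GLP-1R + cAMP-response luciferase); 200 cells/uL plated, 12 h pre-culture, compound 24 hr, 37 deg C/5% CO2; detection reagent 12 min RT; luminescence.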
TDP43 rescue – inhibitors of TDP-43 toxicity in yeast; TDP-43 expressing yeast growth rescue, BacTiter-Glo, 24 h; Potency, µM (top dose mostly 46.1 µM), inactives show at the top dose growth rescue (activation), hits mostly activators; 410,000 tested, 1.8% active; also: % of control where 0% means no effect; nearly all actives have a fitted effect of over 50% in size
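Galactose-induced TDP-43 yeast, OD600=0.02, compound pinned; 24 hr, 30 deg C; BacTiter-Glo luminescence for growth. Inhibitors of TDP-43 toxicity read as activators.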
HT1080-NT tox – kills 2HG-producing HT-1080-NT fibrosarcoma cells; HT-1080-NT fibrosarcoma viability, CellTiter-Glo ATP luminescence, 48 h; Potency, µM (titrated, usually from 46.1 µM), for the others: top-dose activity, negative = less viability, hits mostly cytotoxic; 360,000 tested, 1.6% active;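 also: NT is the 2HG producing partner of a matched IDH1 knockdown line; 0% = DMSO-treated cells and -100% = media-only wells without cells; nearly all actives have a fitted effect of over 55% in size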
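Toxicity toward the 2HG-producing NT line was scored as %Activity, normalised to DMSO and no-cell wells, from CellTiter-Glo luminescence after 48 hours' treatment.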
SW480 rerep – DNA re-replication induction in SW480 cells; Potency, µM (series often up to 46.1 µM), without a hit: top-dose re-replication activation, actives largely listed as activators; AID 624297; SW480 DNA re-replication, Hoechst DNA content imaging, 48 h; 340,000 tested, 1.8% active; also: % of control where 0% means no effect; nearly all actives have a fitted effect of over 55% in size
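Cells (250 per well) received 23 nL compound or DMSO by pin tool and were kept 48 hr at 37 C, 5% CO2. Nuclei were then stained with Hoechst for 40 min and scanned for DNA content.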
GLP-1R agonist – activates the human GLP-1 receptor; HEK293 GLP-1R CRE-luciferase, luminescence, 4-6 h; cells express a hypersensitive GLP-1R form; P43220; AID 624172; Potency, µM (top dose mostly 45.6 µM), for inactives: at the highest dose activation, most hits filed as activators; 380,000 tested, 0.007% active; also: % of control where 0% means no effect
HT1080 IDH1KD tx – HT-1080 IDH1 knockdown cell toxicity (counter line) | HT-1080 IDH1 knockdown viability, ATP luminescence, 48 h | Potency, µM (doses to about 46.1 µM), for inactives: at the top dose activity, negative = toxicity, actives largely listed as cytotoxic | AID 686971 | 360,000 tested, 2% active;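 also: 0% = DMSO wells and -100% = cell-free medium wells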
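CellTiter-Glo luminescence after 48 h compound exposure at 37 degrees C of IDH1-knockdown HT-1080 cells in 5% FBS RPMI. %Activity scaled between DMSO wells and cell-free media wells, with curves fitted and assigned curve classes.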
Numbers without * were called inactive; u = inconclusive; x = not tested or not shown; & = joins results of further samples; [ ] = dose if it differs, or a comment. Calls follow the shape of the dose curve; as a rule, active = well fitted curve in the direction sought with a large enough effect; inconclusive = small, poorly fitted or top-dose-only effect, or another doubt; inactive = no such curve, though single readings can be large; an effect the other way counts as inactive or inconclusive. Potency is read from the fitted curve at half-maximal effect. This is a subset, so the mix of outcomes need not match the whole.

SMILES	GLP1R cytotox	KB-3-1 cytotox	KB-V1 cytotox	GLP-1R inv ag	TDP43 rescue	HT1080-NT tox	SW480 rerep	GLP-1R agonist	HT1080 IDH1KD tx
Cc1ccccc1-n1c(O)c(C=NCCN2CCOCC2)c(=O)[nH]c1=O	15%	7%	32%	20%	1%	15%	-6%	-4%	7%
CCCCOc1nc2ccccc2c(=O)n1-c1ccccc1	15%	-6%	16µM*	u	u	13%	1%	19%	9%
CN1CCN(C(=O)COc2ccc3ccccc3c2Br)CC1	-27%	16%	-4%	-24%	-15%	-8%	0%	10%	-17%
NS(=O)(=O)c1ccc(N=Cc2c(O)n(-c3ccccc3)c(=O)[nH]c2=O)cc1	5%	6%	-18%	-5%	10%	1%	-7%	0%	-15%
COc1ccc(N(CC(=O)Nc2cc(OC)ccc2OC)S(C)(=O)=O)cc1	-2%	4%	3%	38%[activator]	9%	-10%	-3%	5%	-3%
CC(=O)N1CCN(c2ccc([N+](=O)[O-])cc2C=C2C(=O)NC(=O)NC2=O)CC1	-26%	1%	3%	40%[activator]	-13%	12%	7%	4%	1%
CCC(C)n1c(O)c(C=NCCN2CCOCC2)c(=O)[nH]c1=S (stereo unspecified)	2%	1%	5%	4%	-17%	-1%	-5%	-6%	-10%
CCc1nnc(NC(=O)CSc2ccc(-c3ccco3)nn2)s1	2%	0%	-3%	11%	-1%	21%	u	2%	1%
CC(=O)N1CN2CN(C1)CN(C(C)=O)C2	9%	23%	24%	7%	6%	2%	4%	-2%	11%
COc1ccc(-c2ccc3c(c2)CN(c2cccc(Cl)c2)Cc2cnnn2-3)cc1	1%	0%	0%	19%	16%	10%	x	8%	-16%
O=C(Nc1nc(-c2ccccn2)cs1)c1cc(Cl)ccc1[N+](=O)[O-]	u	-11%	u	u	u	u	u	5%	u
C/C(=C/C=C/[C@@H](C)C(=O)O)[C@H]1CN[C@H](C(=O)O)[C@H]1CC(=O)O	2%	3%	u	20%	1%	1%	u	0%	-2%
COc1ccc(C(CNC(=O)CCc2ccsc2)N(C)C)cc1 (stereo unspecified)	0%	11%	u	-19%	-2%	0%	-6%	6%	-5%
COc1cccc(CNCCc2ccccc2)c1OC	-2%[7.66 µM]	11%	-4%	8%[7.66 µM]	12%[9.22 µM]	-6%	-1%	8%	-3%
CC(C)(C)NC(=S)N1Cc2ccccc2-n2nncc2C1	3%	-7%	5%	7%	2%	-3%	x	16%	-2%
CC(=O)Nc1ccc(C(=O)OCC(=O)Nc2ccc(Cl)cc2C(=O)c2ccccc2)cc1	-1%	2%	-27%	-6%	u	-2%	3%	-3%	-5%
Cc1ccc(N2CCN(CCc3ccccc3)CC2)cc1	4%	5%	6%	0%	-41%[inhibitor]	17%	2%	-19%	1%
O=C(Nc1cc(Sc2ccccn2)cc([N+](=O)[O-])c1)c1ccc([N+](=O)[O-])cc1	u	0%	-7%	-32%	-24%	u	29%	-15%	u
CC(C)Nc1nc(NC(C)C)nc(N(C#N)CCOc2ccc(Cl)cc2Cl)n1	-14%	8%	u	-2%	8%	u	u	-2%	u
CCN(c1ccccc1)S(=O)(=O)c1ccc(C(=O)NC2CCCCC2)cc1	-5%	0%	-5%	u	8%	2%	x	2%	-3%
Cc1cccc(NP(C)(=O)c2nc3c(s2)CCCC3)c1 (stereo unspecified)	9%	1%	-9%	7%	-8%	15%	2%	0%	u
O=C(c1ccc2c3c(cccc13)CC2)C1CCCN(CC2CC2)C1 (stereo unspecified)	u	-20%	u	u	0%	u	6%	5%	16µM*
COc1cc(CC(=O)N2C[C@H]3C[C@@H](C2)c2cccc(=O)n2C3)cc(OC)c1OC	1%	0%	16%	13%	22%	19%	3%	2%	6%
C[N+]12CCC(CC1)C(=C(c1ccccc1)c1ccccc1)C2	-14%	u	26%	-60%	18%	-67%	0%	-2%	u
COC(=O)C1=C(c2ccc(F)cc2F)C[C@@H]2CC[C@H]1N2C(=O)N1CCC(O)(c2ccc(Cl)cc2)CC1	-28%	u	-21%	u	20µM*	-19%	-1%	5%	-1%
CN(C)CC#CCOCCOCCC#N	3%	8%	17%	4%	8%	3%	9%	-10%	6%
O=C1c2ccccc2C(=O)N1SC1CCCCC1	-17%	1%	19%	-3%	-47%[inhibitor]	-15%	u	4%	-2%
Cc1ccc(-c2nn3c(=O)cc(CN4CCN(C(=O)COc5ccc(C)c(C)c5)CC4)nc3s2)cc1	9%	1%	22%	1%	17%	x	x	x	x
CC[n+]1c(/C=C/N(C)c2ccccc2)sc2ccc(Cl)cc21	u	15µM*	12µM*	-19%	7%	u	7%	0%	u
O=P(Oc1ccc(-c2ccccc2)cc1)(N1CC1)N1CC1	0%	-10%	-2%	19%	12%	11%	-5%	2%	1%

Gathered by group: those above with an NH in an aromatic ring
SMILES	GLP1R cytotox	KB-3-1 cytotox	KB-V1 cytotox	GLP-1R inv ag	TDP43 rescue	HT1080-NT tox	SW480 rerep	GLP-1R agonist	HT1080 IDH1KD tx
Cc1ccccc1-n1c(O)c(C=NCCN2CCOCC2)c(=O)[nH]c1=O	15%	7%	32%	20%	1%	15%	-6%	-4%	7%
NS(=O)(=O)c1ccc(N=Cc2c(O)n(-c3ccccc3)c(=O)[nH]c2=O)cc1	5%	6%	-18%	-5%	10%	1%	-7%	0%	-15%
CCC(C)n1c(O)c(C=NCCN2CCOCC2)c(=O)[nH]c1=S (stereo unspecified)	2%	1%	5%	4%	-17%	-1%	-5%	-6%	-10%

(more compounds)
SMILES	GLP1R cytotox	KB-3-1 cytotox	KB-V1 cytotox	GLP-1R inv ag	TDP43 rescue	HT1080-NT tox	SW480 rerep	GLP-1R agonist	HT1080 IDH1KD tx
Fc1ccc(C2N3CCCN23)cc1 (stereo unspecified)	-2%	-1%	12%	10%	-7%	2%	-7%	-2%	10%
COC(=O)C1=C(c2cccc(C#N)c2)C[C@@H]2CC[C@H]1N2C(=O)NC(C)C	9%	19%	12%	-9%	-5%	6%	16%	4%	7%
CC1C(c2ccccc2)OC(=O)N1C (stereo unspecified)	6%	9%	18%	2%	-11%	-3%	4%	1%	17%
O=C(c1ccccc1)N1CCC2(CC1)OCCO2	6%	-4%	u	16%	-10%	18%	-2%[9.22 µM]	2%	15%
CN(Cc1cn(-c2ccccc2)nc1-c1ccc2c(c1)OCO2)Cc1nccn1C	u	-4%	u	u	1%	-2%	25%	5%	-8%
CC1(C)CC(N2CCN(c3ccccc3)CC2)=CC(=[N+]2CCCC2)C1	u	12µM*	-12%	-1%	-29%	1.1µM*	3%	2%	14µM*
Cn1cc[n+](C)c1P(=S)(c1ccccc1)c1ccccc1	-2%	1%	8%	5%	-14%	-1%	2%	-1%	4%
CCOc1cc(CNC(C)C(O)c2ccccc2)cc(Cl)c1OCC (stereo unspecified)	u	u	-3%	u	7%	u	3%	25%	-29%
C=C1CC[C@@]2(O)[C@H]3Cc4ccc(O)c5c4[C@@]2(CCN3CC2CC2)[C@H]1O5	2%	0%	-1%	3%	u	-16%	-1%&1%	5%&-3%	9%
CC1=C(C(=O)OCC(C)C)C(c2cccs2)NC(=S)N1 (stereo unspecified)	u	-4%	u	u	-4%	-4%	1%	-3%	-9%
O=C1c2ccccc2C2(c3ccc(Cl)cc3)NCCN12 (stereo unspecified)	-12%	1%	-3%	-23%	12%	-2%	-5%	-9%	-12%
COc1cc(CN2CC=C(c3ccc(F)cc3)CC2)cc(OC)c1	-1%	-4%	-3%	u	17%	-9%	-18%	-2%	-9%
COc1ccccc1-n1c(O)c(/C=N/N2CCCCC2)c(=O)n(-c2ccccc2OC)c1=S	5%	-3%	29%	26%	8%	14%	4%	1%	24%
O=C(Nc1cccc(OC(=O)N2CCOCC2)c1)N1CCOCC1	-4%	3%	u	4%	1%	8%	-11%	-1%	1%
CN1CCN(c2ccc(C(F)(F)F)cc2N)CC1	-4%	-2%	3%	-10%	-20%	5%	-6%	-4%	12%
C/C=C1/CN2[C@@H]3C4CO[C@@H]3c3c([nH]c5cc(OC)ccc35)[C@@H]2CC14 (stereo partly specified)	0%	0%	-6%	-2%	0%	6%	-9%	7%	3%
COc1cc2c3cc1Oc1cc(ccc1O)C[C@@H]1c4c(cc(OC)c(O)c4Oc4ccc(cc4)C[C@H]3N(C)CC2)CCN1C	0%	0%	u	-6%	12%	11%	10µM*	18%	8%
Nc1ccc(C2(c3ccc(N)cc3)c3ccccc3-c3ccccc32)cc1	5%	-13%	0%	u	-2%	u	1%	2%	16µM*
O=C1NC(=O)N(CCC2=CCCCC2)C(=O)/C1=C/c1ccc(O)cc1	2%	0%	u	-8%	9%	11%	-8%	-3%	1%
Nc1nc(OCc2ccccc2)c2[nH]cnc2n1	-20%	u	-7%	-4%	1%	-6%	-7%	10%	-26%
Cc1nn(Cc2cccc(C(=O)NC(C)c3ccc(C(C)(C)C)cc3)c2)c(C)c1[N+](=O)[O-] (stereo unspecified)	-6%	u	6.5µM*	-10%	-8%	-19%	10%	0%	u
CC(C)n1c(O)c(C2c3cc(Cl)ccc3Oc3[nH]c(=O)n(C(C)C)c(=O)c32)c(=O)[nH]c1=O (stereo unspecified)	u	8.2µM*	7.3µM*	u	-93%[inhibitor]	5.2µM*	u	-5%	2.3µM*
COc1ccc2c3c1OC1[C@H](O)CCC4[C@@H](C2)N(C)CC[C@]314 (stereo partly specified)	-1%	0%	1%	-7%	23%	7%	8%	1%	-4%
Cc1ccc(N)c(C)c1	-3%	0%	17%	5%	24%	30%	-9%	-3%	11%
CC(=O)[C@H]1[C@H](C#N)C[C@H]2[C@@H]3CC=C4C[C@@H](O)CC[C@]4(C)[C@H]3CC[C@@]21C	-6%	u	u	0%	u	1%	u	5%	1%

Gathered by group, the compounds so far with two or more sulfur atoms
SMILES	GLP1R cytotox	KB-3-1 cytotox	KB-V1 cytotox	GLP-1R inv ag	TDP43 rescue	HT1080-NT tox	SW480 rerep	GLP-1R agonist	HT1080 IDH1KD tx
CCc1nnc(NC(=O)CSc2ccc(-c3ccco3)nn2)s1	2%	0%	-3%	11%	-1%	21%	u	2%	1%
CC1=C(C(=O)OCC(C)C)C(c2cccs2)NC(=S)N1 (stereo unspecified)	u	-4%	u	u	-4%	-4%	1%	-3%	-9%

High-throughput results deposited in PubChem by National Center for Advancing Translational Sciences (NCATS).
